MC4R antag cAMP: antagonists of human melanocortin 4 receptor (MC4R) | AID 540295 | 0.48% of 360,000 active | inhibition, % at 6.5 µM | MC4R-expressing cells, MTII-stimulated cAMP, LANCE TR-FRET | P32245;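 active = inhibition above its plate's cutoff, the mean of tested wells on that plate plus 3 SD, cut at about 29% in these data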;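 note: 0% = Melanotan II alone and 100% = Melanotan II plus saturating MCL0020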
Target sequence (P32245 whole entry, looked up): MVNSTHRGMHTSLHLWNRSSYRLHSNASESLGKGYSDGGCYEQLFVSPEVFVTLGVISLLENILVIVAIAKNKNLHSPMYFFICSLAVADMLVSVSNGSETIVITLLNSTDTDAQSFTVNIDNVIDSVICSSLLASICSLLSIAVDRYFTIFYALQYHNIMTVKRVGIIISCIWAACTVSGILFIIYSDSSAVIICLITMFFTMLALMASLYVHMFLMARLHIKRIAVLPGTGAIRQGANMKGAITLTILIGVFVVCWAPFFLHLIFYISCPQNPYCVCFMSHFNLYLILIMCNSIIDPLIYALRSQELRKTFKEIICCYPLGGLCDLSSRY
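System – human MC4R-expressing U2OS cells · Also added – Melanotan II · Dosing – one concentration, 6.5 µM nominal · Timing – 30-min compound, 1-h challenge, 1-h detection, room temperature · Measured by – Eu-cAMP/anti-cAMP TR-FRET, emission 671 nm · Replicates – singlicate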
ABHD5 PLIN5 PPI: ABHD5-PLIN5 protein interaction inhibition; Q00G26+Q8WTS1; Split G. princeps luciferase complementation, luminescence, 4 h; inhibition, % at 4 µM; 0.78% of 360,000 active;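 active = inhibition above the mean inhibition across every tested compound plus 3 SD, cut at about 22% in these data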;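 note: 0% = DMSO only wells and the 100% control is not disclosed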
NR2F2 inh: blocks human COUP-TFII nuclear receptor; P24468; HEK293T NGFI-A luciferase reporter, luminescence; inhibition, % at 8.6 µM; 0.7% of 370,000 active;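 active = inhibition above a per-plate cutoff, mean inhibition of test wells between control levels plus 3 SD, cut at about 38% in these data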;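 note: cells cotransfected with COUP-TFII expression vector driving the NGFI-A reporter; 0% = median of COUP-TF2 test wells and 100% = reporter-only cells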
NR5A2 inv ag: suppresses constitutive activity of human LRH-1; O00482; 0.13% of 360,000 active; HEK293T StAR-luciferase reporter, LRH-1 transfected, 24 h; inhibition, % at 3.6 µM; AID 602396;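 active = inhibition above the mean inhibition of all tested compounds plus 3 SD, cut at about 73% in these data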;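 note: 0% = DMSO wells and 100% = reporter-only cells lacking LRH-1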
MC4R barr agon: agonists of human melanocortin 4 receptor (MC4R) beta-arrestin; U2OS MC4R beta-arrestin complementation, luminescence; percent of melanotan II response, DMSO zero; activation, % at 8.9 µM; 0.98% of 360,000 active; AID 540308;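 active = activation above a per-plate cutoff, the mean activation of sample wells on that plate plus 3 SD, cut at about 8% in these data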
SRC2 inh: inhibits human steroid receptor coactivator 2. 0.17% of 370,000 active. Q15596. inhibition, % at 9 µM. HEK293 GAL4-SRC2 luciferase reporter, luminescence. AID 651957;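 active = inhibition above the mean inhibition of all tested compounds plus 3 SD, set per campaign, cut at about 52% in these data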;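 note: 0% = DMSO treated cells and 100% = cells given Gossypol at 36 µM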
NCOA1 inh: inhibitors of human steroid receptor coactivator 1 (SRC1); Q15788; 0.12% of 360,000 active; inhibition, % at 3.6 µM; HEK293 GAL4-SRC1 luciferase reporter, luminescence;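 active = inhibition above the campaign mean plus 3 SD, with each screening campaign given its own cutoff, cut at about 60% in these data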;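 note: 0% = DMSO treated cells and 100% = gossypol at 36 µM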
TLR9-MyD88 inh: inhibitors of human TLR9-MyD88 binding | Q9NR96+Q99836 | CHO BLA complementation TLR9-MyD88, CCF4 FRET ratio | inhibition, % at 4.98 µM | 0.21% of 340,000 active | AID 504734;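 active = inhibition above the mean over all tested compounds plus 3 SD, cut at about 21% in these data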;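 note: 0% = DMSO only wells and 100% = clavulanate BLA inhibitor control wells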
NOD2 RIPK2 PPI: NOD2-RIPK2 protein interaction inhibition. 0.38% of 360,000 active. AID 624267. CHO BLA complementation NOD2-RIPK2, CCF4 ratio. inhibition, % at 4.98 µM; in the data active = inhibition above about 21%;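 note: 0% = vehicle only and 100% = reference blocker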
Target sequence (O43353 whole entry, looked up): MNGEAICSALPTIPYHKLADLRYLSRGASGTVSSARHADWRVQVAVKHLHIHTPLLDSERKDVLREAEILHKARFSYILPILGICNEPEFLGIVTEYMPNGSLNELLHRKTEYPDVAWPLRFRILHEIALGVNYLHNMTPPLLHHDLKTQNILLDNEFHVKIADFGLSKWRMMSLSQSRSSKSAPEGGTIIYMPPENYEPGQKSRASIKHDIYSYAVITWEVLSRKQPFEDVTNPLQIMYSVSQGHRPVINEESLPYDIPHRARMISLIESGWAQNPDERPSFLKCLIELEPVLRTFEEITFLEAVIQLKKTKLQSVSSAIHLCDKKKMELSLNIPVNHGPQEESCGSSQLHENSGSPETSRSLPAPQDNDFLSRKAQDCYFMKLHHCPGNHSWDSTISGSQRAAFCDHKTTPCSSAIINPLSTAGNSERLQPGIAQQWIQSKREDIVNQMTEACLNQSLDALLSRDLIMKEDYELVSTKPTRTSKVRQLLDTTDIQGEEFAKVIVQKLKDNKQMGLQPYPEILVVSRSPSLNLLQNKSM
SRC3 inh: inhibitors of human steroid receptor coactivator 3 (SRC3) | Q9Y6Q9 | HEK293 GAL4-SRC3 luciferase reporter, luminescence | inhibition, % at 3.6 µM | 0.17% of 360,000 active | AID 588352;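 active = inhibition above a per-campaign cutoff, the mean of all compounds plus 3 SD, cut at about 60% in these data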;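 note: 0% = DMSO-treated cells and 100% = gossypol-treated cells at 36 µM; higher means less SRC3-driven luciferase light from the GAL4 reporter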
EBV LMP1 NFkB: inhibitors of Epstein-Barr LMP1-induced NF-kappaB reporter. LMP1-induced NF-kappaB luciferase reporter cells, luminescence. inhibition, % at 12.5 µM. 0.69% of 350,000 active; in the data active = inhibition above about 41%;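 note: 0% = neutral control wells and 100% = reference inhibitor control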
An asterisk follows results filed as active; · = not tested or not shown. An excerpt; the hit share may differ from the screen's.

SMILES	MC4R antag cAMP	ABHD5 PLIN5 PPI	NR2F2 inh	NR5A2 inv ag	MC4R barr agon	SRC2 inh	NCOA1 inh	TLR9-MyD88 inh	NOD2 RIPK2 PPI	SRC3 inh	EBV LMP1 NFkB
O=C(COc1ccc(/C=N/NC(=O)c2ccc(O)cc2)cc1)Nc1ccc([N+](=O)[O-])cc1	-4	9	-12	-31	2.2	0	-3	-8	-3	3	-6
CC(C)(CNS(=O)(=O)c1ccc(Br)s1)N1CCOCC1	12	-9	1	-19	2.1	5	14	-10	-7	1	0
COc1ccc(NC(=O)Cc2cccc(F)c2)cc1S(=O)(=O)Nc1ccccc1Cl	5	9	13	-11	-0.6	0	1	-4	-1	16	-4
Cc1ccn2cc(C34CC5CC(CC(C5)C3)C4)nc2c1	5	1	0	-13	-0.1	-21	-11	1	-11	-37	-12
Cc1ccc(C(=O)N/C(=C/c2cccs2)C(=O)NCCc2c[nH]c3ccccc23)cc1	6	2	4	4	-2.8	-21	11	-5	-13	21	-15
O=C(Cn1c(=O)sc2ccccc21)N1CCOCC1	-3	-1	-15	6	-2.1	1	1	0	-2	3	6
CC(C)[C@H](NC(=O)c1ccco1)C(=O)OCC(=O)c1ccc2c(c1)NC(=O)CO2	18	1	-8	11	-3.1	-15	-12	-1	-10	3	-6
COc1ccc(CCNC(=O)CN(CCc2ccccc2)S(C)(=O)=O)cc1OC	28	1	3	-6	0.3	13	1	-1	4	15	2
COc1ccccc1C(C)Nc1ccc(S(=O)(=O)N2CCN(C)CC2)cc1[N+](=O)[O-] (stereo not given)	0	9	17	-1	-0.2	19	6	-6	10	4	-2
CNC(=O)C[C@H]1C(=O)N(c2ccccc2)C[C@@H]1CSC	1	7	12	7	-0.9	7	-6	-2	-4	-14	0
CCOC(=O)c1c(/N=C/C2=C(O)CCCC2=O)sc(C)c1C	-3	0	7	0	1.5	3	3	-8	10	16	4
COc1ccccc1NC(=S)N1CCn2cccc2C1c1cccnc1 (stereo not given)	-3	-10	1	3	-0.7	-32	1	-10	-14	19	-5
COC(=O)COc1cccc(NS(=O)(=O)c2cccc([N+](=O)[O-])c2)c1	1	-9	-22	-8	-0.4	12	-35	-11	-7	14	3
CN(CC(=O)Nc1ccc(F)cc1)C(=O)CSc1nncs1	15	-5	-19	-11	-2.6	-10	-26	-22	1	6	1
CCc1cccc(NC(=O)CCSCCC(=O)Nc2cccc(CC)c2)c1	-4	-9	10	-3	-1.5	-8	-2	-3	-2	2	3
O=C(O)/C=C\C(=O)NNC(=O)c1cc(-c2ccccc2)n[nH]1	0	4	7	-7	-0.9	-22	-20	-10	7	16	2
CCCNC(=O)C1(CC2CC(c3ccccc3)=NO2)CCN(C(=O)CCCCCBr)CC1 (stereo not given)	1	-4	·	7	0.9	·	-6	-8	2	-11	4
CN=C(Nc1cc(C)nn1-c1ccccc1)c1ccccc1	6	0	-9	2	2.7	-14	-29	4	9	13	-1
Cc1ccc(C)c(NC(=O)COC(=O)c2nn(C)c(=O)c3ccccc23)c1	2	2	-9	6	-1.9	0	-9	-9	-3	-8	-8
N#Cc1c(-c2ccccc2)cc(-c2ccccc2)[nH]c1=O	4	1	-4	-2	3.3	-51	15	-8	-13	-2	0
O=C(C1=C(O)C(=O)N(Cc2ccco2)C1c1ccccc1)c1cccs1 (stereo not given)	12	0	8	-4	-0.4	-44	-12	-12	-6	3	-9
COc1cccc(/C=C/C(=O)OCC(=O)Nc2ccc(Cl)c(S(=O)(=O)N(C)C)c2)c1OC	-2	-3	-13	6	0.4	-2	6	3	-5	2	-17
O=C(Nc1ccc(F)cc1)c1cn(-c2ccccc2)nc1-c1ccncc1	8	-1	-1	32	-1.4	4	-3	3	-2	-11	-3
COc1ccc(CNC(=O)Nc2nnc([C@@H]3C[C@H](O)[C@@H](CO)O3)s2)cc1	2	-6	6	-9	-0.6	-49	-3	·	-2	-7	·

Two of these compounds, set out differently:
Order of values – MC4R antag cAMP, ABHD5 PLIN5 PPI, NR2F2 inh, NR5A2 inv ag, MC4R barr agon, SRC2 inh, NCOA1 inh, TLR9-MyD88 inh, NOD2 RIPK2 PPI, SRC3 inh, EBV LMP1 NFkB
- COc1cccc(/C=C/C(=O)OCC(=O)Nc2ccc(Cl)c(S(=O)(=O)N(C)C)c2)c1OC
 : -2, -3, -13, 6, 0.4, -2, 6, 3, -5, 2, -17
- O=C(Nc1ccc(F)cc1)c1cn(-c2ccccc2)nc1-c1ccncc1
 : 8, -1, -1, 32, -1.4, 4, -3, 3, -2, -11, -3

The results go on:
SMILES	MC4R antag cAMP	ABHD5 PLIN5 PPI	NR2F2 inh	NR5A2 inv ag	MC4R barr agon	SRC2 inh	NCOA1 inh	TLR9-MyD88 inh	NOD2 RIPK2 PPI	SRC3 inh	EBV LMP1 NFkB
COc1ccc(-c2cc(C(F)(F)F)nc(SCc3cccc(C(=O)O)c3)n2)cc1	5	-4	18	14	-1.7	-13	-3	1	2	8	2
O=C1C(=NO)CCCc2ccccc21	-1	-5	3	4	-1.1	-6	3	3	9	-3	1
CC[N+](CC)=N/N=C1\C=CC[N+]([O-])=C1	·	4	0	-9	·	-27	·	·	-14	·	·
O=C(Nc1ccccc1Cl)C1CCCN(S(=O)(=O)c2ccc(F)cc2)C1 (stereo not given)	6	3	22	-1	-1.6	-20	7	-3	-2	-33	5
O=C(COC(=O)c1ccccc1Nc1ccccc1)NCc1ccccc1Cl	12	3	9	-11	16*	-3	11	-5	5	12	-6
CCCNC(=O)CN1CCC(c2nc3ccccc3[nH]2)CC1	1	-1	0	1	-0.9	-1	-3	-8	-7	-3	3
O=C(NNC(=O)C1CC1)c1ccc(-c2ccccc2)cc1	7	5	1	-5	0.0	-15	-11	-12	-4	3	-1
COc1ccc(Br)cc1C(=O)N/N=C/c1cccnc1	7	1	-10	10	0.7	-13	8	0	2	13	3
CCN1CCCC1CNC(=O)Cn1cccc1C(=O)c1ccccc1 (stereo not given)	22	2	15	11	-0.8	9	2	0	2	7	-6
CCCCONc1ncnc2nonc12	11	-3	-12	2	0.9	8	-3	6	3	13	5
Nc1nc(NCCCN2CCOCC2)nc(Nc2ccccc2F)c1[N+](=O)[O-]	-4	1	19	1	-2.2	-10	-4	4	9	-1	-17
O=C(C(c1ccccc1)c1ccccc1)N1CCCc2ccccc21	5	2	11	2	1.7	-32	-5	0	-14	4	-14
CC1(C)CC(NNCCC#N)=CC(=[N+]2CCCC2)C1	14	5	-7	2	-2.9	22	7	3	4	4	1
COc1cc(/C=N/n2cnnc2)ccc1OCc1ccccc1	-1	0	-27	-6	-0.8	-1	-21	11	-8	7	-7
Cc1cccc2sc(N(CCN(C)C)C(=O)c3cc(Cl)sc3Cl)nc12	-2	2	-12	-12	1.7	4	-7	-2	-7	6	11
CCOC(=O)CC(=O)CSc1nc(N)c(C#N)c(-c2ccc(F)cc2)c1C#N	2	-2	12	-8	-0.5	-6	0	3	7	12	-6
CCOC(=O)C1=C(COC(=O)C2CC(=O)N(c3ccccc3F)C2)NC(=O)NC1C (stereo not given)	8	16	-4	-20	-2.8	10	-11	-1	-2	-6	4
C=CCc1cc(S(=O)(=O)c2ccc(O)c(CC=C)c2)ccc1O	10	-5	27	11	0.0	10	8	-12	-9	7	5
Cc1cc(NC(=O)CSCc2ccccc2)no1	13	5	-8	-5	-3.1	-24	-64	-2	4	-7	2
O=C(NNC(=O)c1cccs1)c1ccccn1	5	0	-21	-12	-2.6	-50	-21	5	0	-25	17
CC(C)(C)CC(=O)NC(=S)NCCc1ccccc1	6	0	4	-22	0.3	-61	-10	9	-9	-2	11
COc1ccc(N/C=C/C(=O)C(F)(F)F)cc1	1	1	0	-42	-1.7	12	-9	-2	-6	17	-13
CCOC(=O)CN1CC23C=CC(O2)C(C(=O)NCc2ccccc2OC)C3C1=O (stereo not given)	4	-11	2	2	-1.5	6	-6	-7	3	10	0
COc1ccc(S(=O)(=O)Cc2ccc(C(=O)N3CCN(c4cccc(C)c4)C(C)C3)o2)cc1 (stereo not given)	-7	-4	29	26	0.2	29	15	0	2	13	5
O=C(Nc1ccc(C2CC2(Cl)Cl)cc1)c1cccc([N+](=O)[O-])c1 (stereo not given)	-2	-1	-20	-23	6.9	-93	-208	-2	4	-75	-32
CC(C)C(=O)N1CCN(c2ccc(NC(=O)c3ccco3)cc2Cl)CC1	6	3	-11	-7	0.8	-22	-22	-4	-18	-19	19
COc1ccc(OC)c(NC(=O)Nc2ccc3c(c2)OCO3)c1	0	-1	11	-16	-2.7	-13	-9	-4	0	2	-2
Cc1ccc(S(=O)(=O)NC(C)(C)CN2CCC(Cc3ccccc3)CC2)cc1	16	8	25	18	8.4*	10	5	1	-11	12	12
CCN(CC)C(=O)[C@H]1C[C@H](CC(=O)NCCc2ccccn2)C(=O)N2CCc3c([nH]c4ccc(Cl)cc34)[C@]12C	4	-4	-8	-9	1.2	3	4	-7	-8	-4	-2
CCOc1ccc(C(C(=O)NC2CCCC2)N(Cc2ccccc2)C(=O)c2nsc(Cl)c2Cl)cc1 (stereo not given)	16	-6	5	15	0.9	23	-14	-4	-16	2	-5
COc1ccc(OCC2CNC(=O)O2)cc1 (stereo not given)	7	2	10	-10	-1.0	-2	-23	10	-8	0	5
O=C(O)c1cc2c(N3CCC(Cc4ccccc4)CC3)ncnc2s1	4	-2	-7	7	-1.2	5	-15	0	-4	3	-4
c1ccc(CSc2nnc(-c3c[nH]c4ccccc34)o2)cc1	2	-12	-30	-88	0.2	-76	-62	-3	5	-40	-27
O=C1NC(=Nc2ccc(F)cc2)SC1Cc1ccc(F)cc1 (stereo not given)	23	-1	11	6	-2.5	16	-2	·	-8	17	·
CC(CNC(=O)COc1ccc2c(c1)OCO2)c1ccccc1 (stereo not given)	1	-3	-21	-14	-1.1	0	-17	4	5	28	-5
Cc1c2cnn(CC(=O)NC3CCCC3)c(=O)c2c(C)n1Cc1ccccc1	-2	-1	-10	-97	-2.2	-24	-76	15	-2	-50	-12
O=C(NCCC1=CCCCC1)C1CCCN(S(=O)(=O)c2cnc[nH]2)C1 (stereo not given)	-2	2	-7	0	0.1	-2	-2	1	-3	8	-9
O=C(CSc1nc2ccccc2c(=O)n1Cc1ccccc1)Nc1ccc(Br)cc1C(=O)O	9	-19	-11	9	2.1	0	-5	-3	2	-6	1
O=C(NNc1ccc([N+](=O)[O-])cc1)C1C2CCCCC21 (stereo not given)	18	0	6	3	3.7	-14	-3	-6	7	6	-11
Cc1ccc(CNC(=O)c2ccc(S(=O)(=O)Nc3c(C)n(C)n(-c4ccccc4)c3=O)cc2)cc1	-5	-3	6	17	-1.3	16	-19	12	-3	-3	6
CCOC(=O)C1=C(C)NC(C)=C(C(=O)OCC)C1/C=C/c1ccccc1	-7	-5	-17	8	5.3	-5	-11	-12	-8	13	3
COc1cccc(NC(=O)Cn2c3ccc(F)cc3c3nc4n(c(=O)c32)CCCS4)c1	6	1	22	-12	-2.8	1	-17	8	-11	9	9
O=C1Cc2ccccc2C(=O)N1c1cccc(Cl)c1	3	2	8	26	-2.0	0	16	11	-1	4	-4
